ROS inducer: ROS inducers in U2OS cancer cells, primary screen, cell-based, H2DCF-DA fluorescence. U2OS ROS induction. ROS induction (% of piperlongumine), % at 10 µM. 46,000 compounds, 2% hits. AID 624156, 2012; in the data active = ROS induction above about 79%, passing the limit was not always enough;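 also: 0% = DMSO vehicle median and 100% = reference compound median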
An asterisk follows results filed as active. Some of the compounds tested; the hit share may differ from the screen's.

molecule	ROS inducer
CC(CCc1ccccc1)N=c1c([N+](=O)[O-])nn(-c2ccccc2)n1O (stereo not drawn)	4
CCN(CC)C(=O)Cn1cc(S(=O)(=O)CC(=O)Nc2ccccc2C(F)(F)F)c2ccccc21	16
O=C(O)CSc1c2c(nc3cc(C(=O)NCC4COc5ccccc5O4)ccc13)CCC2 (stereo not drawn)	-16
C[C@H]1CN([C@@H](C)CO)C(=O)c2cccc(NC(=O)C3CCOCC3)c2O[C@@H]1CN(C)Cc1ccc(C(=O)Nc2ccccc2N)cc1	15
COc1ccc(CN(C)C[C@@H]2Oc3ccc(NC(=O)C4CCCCC4)cc3C(=O)N([C@H](C)CO)C[C@H]2C)cc1	11
C[C@H]1CN([C@@H](C)CO)C(=O)Cc2cc(NC(=O)C3CC3)ccc2O[C@H]1CN(C)S(=O)(=O)c1ccccc1	18
COc1ccc(S(=O)(=O)Nc2cccc3c2O[C@@H](CN(C)C(=O)NC2CCCCC2)[C@H](C)CN([C@H](C)CO)C3=O)cc1	1
Cc1ccc(S(=O)(=O)N(C)C[C@H]2Oc3c(NS(=O)(=O)c4c(C)noc4C)cccc3C(=O)N([C@H](C)CO)C[C@H]2C)cc1	0

Individual results from the list.
ROS inducer, `O=C(O)CSc1c2c(nc3cc(C(=O)NCC4COc5ccccc5O4)ccc13)CCC2` (stereo not drawn) reads -16
ROS inducer, `Cc1ccc(S(=O)(=O)N(C)C[C@H]2Oc3c(NS(=O)(=O)c4c(C)noc4C)cccc3C(=O)N([C@H](C)CO)C[C@H]2C)cc1` reads 0
ROS inducer, `COc1ccc(S(=O)(=O)Nc2cccc3c2O[C@@H](CN(C)C(=O)NC2CCCCC2)[C@H](C)CN([C@H](C)CO)C3=O)cc1` reads 1

More entries follow:
molecule	ROS inducer
Cc1ccc(S(=O)(=O)Nc2ccc3c(c2)C(=O)N([C@H](C)CO)C[C@@H](C)[C@H](CN(C)S(=O)(=O)c2ccc(F)cc2)O3)cc1	12
COC(=O)c1ccccc1NC(=O)C(C)NS(=O)(=O)c1ccc(Br)cc1 (stereo not drawn)	2
CCOC(=O)C1=CN(c2ccc(C)cc2)C=C(C(=O)OCC)C1c1cccs1	112*
CN(C)CCCn1cc(C2=C(c3c[nH]c4ccccc34)C(=O)NC2=O)c2ccccc21	81*
CC(C)NC(=O)N(C)C[C@@H]1Oc2c(NC(=O)C3CC3)cccc2C(=O)N([C@@H](C)CO)C[C@@H]1C	-9
COc1ccc(CN(C)C[C@@H]2Oc3ccc(NC(=O)Cn4cnnn4)cc3C(=O)N([C@@H](C)CO)C[C@@H]2C)cc1	-3
C[C@@H]1CN([C@@H](C)CO)C(=O)c2cc(NC(=O)CCCCCC(=O)Nc3ccccc3N)ccc2O[C@@H]1CN(C)S(=O)(=O)c1ccccc1	-7
Cc1ccc(S(=O)(=O)N(C)C[C@H]2Oc3c(NC(=O)Nc4ccccc4)cccc3C(=O)N([C@@H](C)CO)C[C@H]2C)cc1	9
COc1ccc(S(=O)(=O)Nc2ccc3c(c2)C(=O)N([C@@H](C)CO)C[C@@H](C)[C@H](CN(C)Cc2ccc4c(c2)OCO4)O3)cc1	0
CCOC(=O)c1ccc(CSc2n[nH]c(C)n2)o1	-20
Cc1noc(C)c1NC(=O)Nc1ccc2c(c1)C(=O)N([C@H](C)CO)C[C@@H](C)[C@H](CN(C)S(=O)(=O)c1ccc(Cl)cc1)O2	6
CC(C)CN1C(=O)[C@@]2(Cc3ccccc31)c1ccccc1C(=O)N(C1CCCCC1)[C@H]2c1ccc(CO)cc1	34
COCCOC(=O)N1C(=O)[C@@]2(c3cc(C#CC4=CCCCC4)ccc31)[C@H](C(=O)N1CCc3cc(OC)c(OC)cc3C1)[C@H]1C(=O)O[C@H](c3ccccc3)[C@H](c3ccccc3)N1[C@@H]2c1ccc(O)cc1	9
CN1CCN(C(=S)NC(CC(=O)c2ccccc2)c2ccccc2)CC1 (stereo not drawn)	-10
C[C@H]1CN([C@@H](C)CO)C(=O)c2cc(NC(=O)Nc3ccccc3)ccc2O[C@H]1CN(C)Cc1ccc(C(F)(F)F)cc1	9
COc1cc(NC(=O)Cn2cnc3c2c(=O)n(C)c(=O)n3C)cc(OC)c1OC	-2
Cc1noc(C)c1S(=O)(=O)Nc1ccc2c(c1)C(=O)N([C@@H](C)CO)C[C@@H](C)[C@@H](CN(C)S(=O)(=O)c1cn(C)cn1)O2	-6
O=C(CC(SC1CCCCC1)C(=O)O)c1ccc(Br)cc1 (stereo not drawn)	-8
C[C@H](CO)N1C[C@H](C)[C@H](CN(C)C)Oc2c(NC(=O)Nc3ccc(C(F)(F)F)cc3)cccc2C1=O	-1
C[C@@H]1CN([C@H](C)CO)C(=O)c2cc(NC(=O)c3ccncc3)ccc2O[C@@H]1CN(C)Cc1ccc2c(c1)OCO2	-7
C[C@H]1CN([C@@H](C)CO)C(=O)c2cc(NC(=O)c3ccncc3)ccc2O[C@@H]1CN(C)Cc1ccc(C(F)(F)F)cc1	-1
COc1ccc(CN(C)C[C@@H]2Oc3c(NS(=O)(=O)c4cn(C)cn4)cccc3C(=O)N([C@@H](C)CO)C[C@H]2C)cc1	-6
C[C@@H]1CN([C@@H](C)CO)C(=O)c2cc(NC(=O)Cn3cnnn3)ccc2O[C@H]1CN(C)C(=O)Nc1ccc(F)cc1	-5
COc1ccc(NC(=O)N(C)C[C@@H]2Oc3ncc(-c4ccccc4)cc3C(=O)N([C@H](C)CO)C[C@@H]2C)cc1	31
O=C(CSCCO)Nc1ccc(F)cc1	-9
C[C@@H]1CN([C@H](C)CO)C(=O)c2cccc(NS(C)(=O)=O)c2O[C@@H]1CN(C)Cc1ccc(Oc2ccccc2)cc1	15
O=C(c1cncc(NS(=O)(=O)c2ccc(Cl)cc2)c1)N1CCN(Cc2ccccc2)CC1	42
N#Cc1c(Nc2ccccc2)s[nH]c1=O	1
C[C@@H]1CCCCO[C@@H](CN(C)C(=O)Nc2ccc(F)cc2)[C@@H](C)CN([C@H](C)CO)C(=O)c2cc(NC(=O)c3ccccc3)ccc2O1	13
COc1ccc(NC(=O)CSc2nc3ccc([N+](=O)[O-])cc3s2)cc1Cl	26
COc1ccc(CN(C)C[C@@H]2Oc3ccc(NC(=O)C4CCCCC4)cc3C(=O)N([C@@H](C)CO)C[C@H]2C)cc1	-1
O=C(CNC(=O)c1ccccc1)Nc1cccc(-c2cnc3ccccc3n2)c1	-5
CNC[C@H]1Oc2ccc(NC(=O)Nc3ccccc3)cc2CC(=O)N([C@@H](C)CO)C[C@H]1C	-6
C[C@@H]1CN([C@H](C)CO)C(=O)c2cc(NS(=O)(=O)c3cccs3)ccc2O[C@@H]1CN(C)Cc1ccc(Cl)c(Cl)c1	3
CC(C)NC(=O)Nc1ccc2c(c1)C(=O)N([C@H](C)CO)C[C@H](C)[C@@H](CN(C)C(=O)Nc1ccc(F)cc1)OCCCC[C@@H](C)O2	-3
CC(CCc1ccccc1)NC(=O)C1=CCN(S(=O)(=O)c2ccc(F)cc2)CC1 (stereo not drawn)	-3
Cc1ccc(Cn2c3ccccc3c3cn[nH]c(=O)c32)cc1	2
Cc1ccc(S(=O)(=O)N(C)C[C@@H]2Oc3c(NS(=O)(=O)c4cccs4)cccc3C(=O)N([C@@H](C)CO)C[C@H]2C)cc1	-3
COCCOC(=O)N1C(=O)[C@@]2(c3cc(C#CCC(C(=O)OC)C(=O)OC)ccc31)[C@H](C(=O)Nc1nc3ccccc3s1)[C@H]1C(=O)O[C@H](c3ccccc3)[C@H](c3ccccc3)N1[C@@H]2c1ccccc1OCCO	43
Cc1noc(C)c1S(=O)(=O)Nc1ccc2c(c1)C(=O)N([C@H](C)CO)C[C@H](C)[C@@H](CN(C)C)O2	-8
C[C@@H]1CN([C@H](C)CO)C(=O)Cc2cc(NC(=O)C3CCCCC3)ccc2O[C@H]1CN(C)Cc1ccc(C(F)(F)F)cc1	19
COc1ccc(Cl)cc1C(=O)N1CCCC1C(=O)OCc1ccccc1 (stereo not drawn)	7
CCOc1ccc(S(=O)(=O)N2CCCCC2)cc1-c1nc2c(C(C)(C)C)nn(C)c2c(=O)[nH]1	170*
COc1ccc(S(=O)(=O)Nc2ccc3c(c2)CC(=O)N([C@@H](C)CO)C[C@@H](C)[C@@H](CN(C)C(=O)Nc2ccc(C(F)(F)F)cc2)O3)cc1	28
COc1ccc(S(=O)(=O)N(C)C[C@H]2Oc3c(NS(=O)(=O)c4ccc(F)cc4)cccc3C(=O)N([C@H](C)CO)C[C@@H]2C)cc1	-6
COC(=O)c1ccc(C2C3=C(CC(C)(C)CC3=O)Nc3ccccc3N2C(=O)C(C)C)cc1 (stereo not drawn)	-5
CCN=C1S/C(=C/c2ccc(OCC(=O)O)c(Cl)c2)C(=O)N1CC	-1
C[C@@H]1CN([C@@H](C)CO)C(=O)c2cc(NS(=O)(=O)c3ccc(F)cc3)ccc2O[C@@H]1CN(C)Cc1ccc(Oc2ccccc2)cc1	22
CC(C)(C)OC(=O)NC/C=N/NC(=O)CCCCCC(=O)O	-10
CN1CCC[C@H]1c1cccnc1	-2
COc1ccc(CN(C)C[C@H]2Oc3ccc(NS(=O)(=O)c4c(C)noc4C)cc3CC(=O)N([C@H](C)CO)C[C@H]2C)cc1	-13
O=C(CCC1CCCCC1)NCCC12CC3CC(CC(C3)C1)C2	16
O=C(O)CC(Cc1ccccc1)C(=O)Nc1ccc(Cl)c(Cl)c1 (stereo not drawn)	6
Cc1ccc(O)c(NC(=O)CCCOc2ccc(Cl)cc2Cl)c1	33
C[C@@H]1CN([C@@H](C)CO)C(=O)CCCn2cc(nn2)CO[C@H]1CN(C)C(=O)c1cc(-c2ccccc2)on1	73
Cc1noc(C)c1S(=O)(=O)Nc1ccc2c(c1)C(=O)N([C@H](C)CO)C[C@@H](C)[C@@H](CN(C)Cc1ccc3c(c1)OCO3)O2	11

Next structures follow.
molecule	ROS inducer
O=C(CN1C(=O)CNC1=O)Nc1ccc(Cl)cc1	-11
C[C@@H]1CCCCO[C@@H](CN(C)Cc2ccc3c(c2)OCO3)[C@@H](C)CN([C@H](C)CO)C(=O)c2cc(NS(C)(=O)=O)ccc2O1	22
NC(=O)C1CCN(C(=O)/C(=C/c2ccco2)NC(=O)c2ccccc2)CC1	-12
CCC(Sc1nc2c(cc1C#N)CCCCC2)C(=O)Nc1cc(C)on1 (stereo not drawn)	2
C[C@H](CO)N1C[C@H](C)[C@H](CN(C)Cc2ccc(F)cc2)Oc2ncc(-c3ccc(F)cc3)cc2C1=O	50
C[C@@H]1CCCCO[C@@H](CN(C)S(=O)(=O)c2ccc(Cl)cc2)[C@@H](C)CN([C@H](C)CO)C(=O)c2cc(NS(C)(=O)=O)ccc2O1	45
Cc1ccc(S(=O)(=O)Nc2ccc3c(c2)CC(=O)N([C@H](C)CO)C[C@@H](C)[C@@H](CN(C)C(=O)Nc2ccc(F)cc2)O3)cc1	-1
CNC[C@H]1Oc2ccc(NS(=O)(=O)c3ccc(C)cc3)cc2C(=O)N([C@H](C)CO)C[C@@H]1C	-3
COc1ccc(NC(=O)Nc2cccc3c2O[C@H](CN(C)Cc2ccc4c(c2)OCO4)[C@@H](C)CN([C@H](C)CO)C3=O)cc1	1
C[C@H]1CN([C@@H](C)CO)C(=O)c2cccc(NS(=O)(=O)c3ccc(Cl)cc3)c2O[C@H]1CN(C)Cc1ccc(-c2ccccc2)cc1	34
C[C@H](CO)N1C[C@H](C)[C@@H](CN(C)S(=O)(=O)c2ccc(F)cc2)Oc2ccc(NS(=O)(=O)c3ccc(Cl)cc3)cc2C1=O	9
C/C=C(\CO)C(=O)O[C@H]1[C@H](O)[C@@H](C(=O)OC)O[C@@H]2C[C@H]3OC(n4cnc5c(N)ncnc54)[C@H](OC)[C@H]3O[C@]21O (stereo partly drawn)	-7
C[C@H](CO)N1C[C@H](C)[C@@H](CN(C)C(=O)Nc2ccc3c(c2)OCO3)Oc2c(NS(=O)(=O)c3cn(C)cn3)cccc2C1=O	6
CSc1cccc(NC(=O)CNS(=O)(=O)c2ccc(F)cc2)c1	3
O=C(NO)c1cccc(C(=O)N/N=C/c2ccc3c(c2)OCCO3)c1	-14
Cc1ccc2nc(NCc3cccnc3)c(C=NCc3cccnc3)c(=O)n2c1	3

Arranged by SMILES length (descending): 5 of the compounds above.
molecule	ROS inducer
C/C=C(\CO)C(=O)O[C@H]1[C@H](O)[C@@H](C(=O)OC)O[C@@H]2C[C@H]3OC(n4cnc5c(N)ncnc54)[C@H](OC)[C@H]3O[C@]21O (stereo partly drawn)	-7
C[C@H]1CN([C@@H](C)CO)C(=O)c2cccc(NS(=O)(=O)c3ccc(Cl)cc3)c2O[C@H]1CN(C)Cc1ccc(-c2ccccc2)cc1	34
COc1ccc(NC(=O)Nc2cccc3c2O[C@H](CN(C)Cc2ccc4c(c2)OCO4)[C@@H](C)CN([C@H](C)CO)C3=O)cc1	1
Cc1ccc2nc(NCc3cccnc3)c(C=NCc3cccnc3)c(=O)n2c1	3
CSc1cccc(NC(=O)CNS(=O)(=O)c2ccc(F)cc2)c1	3

Remaining list, next part.
molecule	ROS inducer
C[C@H](CO)N1C[C@H](C)[C@@H](CN(C)Cc2ccccc2C(F)(F)F)OCc2cn(nn2)CCCC1=O	7
C[C@H]1CN([C@@H](C)CO)C(=O)c2cc(N(C)C)ccc2O[C@@H]1CN(C)S(=O)(=O)c1ccc(F)cc1	14
Cc1noc(C)c1NC(=O)N(C)C[C@H]1Oc2c(NC(=O)Nc3ccc4c(c3)OCO4)cccc2C(=O)N([C@@H](C)CO)C[C@@H]1C	-4
CCOC(=O)c1ccc(N=C2SC(C(=O)O)CC(=O)N2Cc2cccs2)cc1 (stereo not drawn)	-5
Cc1ccc(S(=O)(=O)c2nc(-c3ccccc3Br)oc2N(C)C)cc1	17
Cc1noc(C)c1S(=O)(=O)Nc1ccc2c(c1)C(=O)N([C@@H](C)CO)C[C@H](C)[C@H](CN(C)C(=O)NC(C)C)O2	35
C[C@H]1CN([C@@H](C)CO)C(=O)c2cccc(NC(=O)Nc3ccc(C(F)(F)F)cc3)c2O[C@H]1CN(C)C(=O)Nc1ccc(F)cc1	67
CNC(=O)C1=C[C@H](c2csc3ccccc23)C[C@H](OCc2ccc(CO)cc2)O1	-5
